CendR NRP1 mod: NRP-1/CendR interaction modulation | O14786 | FAM-RPARPAR peptide binding to NRP-1, fluorescence polarization | inhibition, % at 25 µM | 0.85% of 360,000 active | AID 602438;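 active = inhibition or corrected inhibition above about 18%, plus a signal ratio from 0.5 to 1.5, limit read from the data, passing the limit was not always enough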; note: strong numbers were not always called active
Target sequence (O14786 whole entry, looked up): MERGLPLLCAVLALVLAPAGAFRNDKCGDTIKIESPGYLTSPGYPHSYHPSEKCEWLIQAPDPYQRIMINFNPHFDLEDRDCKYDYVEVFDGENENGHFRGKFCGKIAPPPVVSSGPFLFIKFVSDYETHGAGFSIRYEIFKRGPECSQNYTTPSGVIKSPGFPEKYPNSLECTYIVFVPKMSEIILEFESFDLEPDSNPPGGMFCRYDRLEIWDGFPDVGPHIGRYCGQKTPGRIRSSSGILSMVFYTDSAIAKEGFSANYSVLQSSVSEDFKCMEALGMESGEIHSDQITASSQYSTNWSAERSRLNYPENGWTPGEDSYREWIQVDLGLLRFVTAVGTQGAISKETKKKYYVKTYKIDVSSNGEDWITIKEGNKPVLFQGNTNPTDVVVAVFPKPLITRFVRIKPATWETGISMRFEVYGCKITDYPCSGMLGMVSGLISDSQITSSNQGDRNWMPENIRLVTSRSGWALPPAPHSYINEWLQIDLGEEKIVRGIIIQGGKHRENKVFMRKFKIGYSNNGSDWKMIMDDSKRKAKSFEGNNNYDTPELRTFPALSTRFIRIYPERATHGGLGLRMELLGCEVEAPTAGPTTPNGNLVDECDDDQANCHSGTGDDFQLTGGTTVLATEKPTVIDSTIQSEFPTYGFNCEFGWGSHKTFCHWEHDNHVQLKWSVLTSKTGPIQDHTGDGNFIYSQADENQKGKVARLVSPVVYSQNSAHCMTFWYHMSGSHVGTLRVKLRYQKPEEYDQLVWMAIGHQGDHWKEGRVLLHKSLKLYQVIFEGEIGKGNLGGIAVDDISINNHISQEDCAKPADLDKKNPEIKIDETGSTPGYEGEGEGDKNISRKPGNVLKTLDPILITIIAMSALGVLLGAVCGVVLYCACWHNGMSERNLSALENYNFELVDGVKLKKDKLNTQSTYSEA
bovine MsrA act: bovine methionine sulfoxide reductase A activation; 0.3% of 360,000 active; purified bovine MsrA, absorbance read-out; activation, % at 10.6 µM; in the data active = activation above about 7.5%;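 note: 0% = vehicle and 100% = reference activator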
SKN-1 inh: C. elegans SKN-1 inhibition; C. elegans VP596 Pgst-4::GFP/RFP ratio, acrylamide-induced, 24 h; inhibition, % at 21.8 µM; 0.49% of 360,000 active; AID 624304;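 active = interference check ratio from 0.5 to 1.5 plus GFP to RFP signal ratio inhibition reaching or exceeding a fixed threshold, cut at about 30% in these data, passing the limit was not always enough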; note: some compounds called inactive have numbers as strong as hits
FAS-TE inh: inhibitors of human fatty acid synthase thioesterase domain | inhibition, % at 15 µM | recombinant FAS-TE, OMFH fluorogenic substrate, fluorescence endpoint | 0.67% of 360,000 active | P49327 | AID 602261;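 active = compounds whose normalised, plate-corrected inhibition of enzyme fluorescence in the single-dose primary screen is 50% or more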;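 note: 0% = DMSO with enzyme and 100% = substrate without enzyme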
Neddylation inh: blocks human cullin neddylation; P61081+Q13564; TR-FRET cullin neddylation, biochemical; calls only at 25 µM; 0.58% of 360,000 active; AID 651699; in the data active = inhibition above about 36%
MsrA inhibitor: bovine MsrA inhibition. purified bovine MsrA, absorbance read-out. inhibition, % at 15.5 µM. 0.75% of 360,000 active. AID 651718; in the data active = inhibition above about 4.5%;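 note: 0% = vehicle wells with enzyme and 100% = reference inhibitor wells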
MT1-MMP act inh: inhibitors of human MT1-MMP activation; P50281; HT1080 RFP-PRO-GFP cells, GFP/RFP ratio fluorescence, overnight; percent of plate control window, DMSO zero; GFP/RFP ratio change, % at 20 µM; 0.061% of 360,000 active;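 active = GFP/RFP ratio change of at least 30% with cell ATP level not reduced by more than half and red fluorescence within 50% of control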; note: strong numbers were not always called active
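Test system: HT1080 RFP-PRO-GFP cells; Benchmarks: DMSO and RFP-L50D-GFP cell wells; Timing: cells overnight before dosing, compound overnight, 37 °C, 5% CO2; Compound: one 20 µM compound dose with 1% DMSO; Read-out: GFP/RFP fluorescence ratio.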
Rin1 Abl inh: human Rin1-Abl interaction inhibition. 0.4% of 360,000 active. TR-FRET Rin1/Abl binding, biochemical. P00519+Q13671. AID 588664. inhibition, % at 7.35 µM; in the data active = inhibition above about 5%, passing the limit was not always enough
eLon inh: E. coli protease La inhibition; P0A9M0; purified E. coli Lon protease, fluorescence polarization; inhibition, % at 7.94 µM; 0.42% of 360,000 active; AID 602123; in the data active = inhibition above about 13%, passing the limit was not always enough;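 note: 0% = enzyme with probe and DMSO and 100% = no enzyme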
Numbers without * were called inactive; i = inactive; nt = not tested or not shown.

compound	MsrA inhibitor	SKN-1 inh	bovine MsrA act	FAS-TE inh	MT1-MMP act inh	Rin1 Abl inh	eLon inh	Neddylation inh	CendR NRP1 mod
O=C(CSc1ccc2ccccc2c1)Nc1nc2ccccc2[nH]1	0.3	-1.4	-2.4	1.3	2.7	-1.9	-6.0	i	0.7
COc1ccc(S(=O)(=O)N(CC(=O)NC2CCCC2)c2ccccc2OC)cc1	-0.2	1.8	-4.0	-0.4	-2.8	-1.1	1.1	i	12.2
CC1=NN(C(N)=S)C(=O)C1N=Nc1ccccc1Cl (centres undefined)	0.2	-8.8	-4.3	-0.9	0.5	-3.1	-6.5	i	-3.7
CC(C)Cc1nnc(NC(=O)CCC(=O)N2CCN(Cc3ccc(F)cc3)CC2)s1	-0.7	12.9	-4.1	-6.9	5.7	-0.4	-5.0	i	7.2
Cc1cc(C)cc(N(C(=O)c2csnn2)C(C(=O)NC2CCCCC2)c2ccncc2)c1 (centres undefined)	0.9	4.3	-1.1	-4.4	-3.9	0.7	-0.7	i	0.7
O=C(CNC(=O)c1cccs1)c1ccc([N+](=O)[O-])cc1	0.8	5.2	-2.6	7.8	0.6	-2.7	-2.2	i	-0.2
COC(=O)C1=C(C)Nc2ccc(C)cc2S1	0.4	17.9	0.5	-3.4	-1.8	-2.6	12.4	i	-5.8
CC1(NC(=O)Nc2ccccc2)CCS(=O)(=O)C1 (centres undefined)	-0.4	-18.4	-8.0	-4.9	-0.3	-3.0	11.1	i	10.6
COCc1[nH]nc2c1C(c1ccccc1F)C(C#N)=C(N)O2 (centres undefined)	0.4	-18.4	-6.1	-6.8	-4.0	1.5	-0.4	i	-17.3
Cc1ccc2c(=O)cc(C(=O)Nc3ccc(S(=O)(=O)Nc4onc(C)c4C)cc3)oc2c1	1.9	-0.1	-4.5	-2.4	-0.9	-7.0	-8.7	i	3.3
COc1ccc(CN2C[C@@H](CO)O[C@@H](n3cnc4c(NCc5cc(OC)c(OC)c(OC)c5)ncnc43)C2)cc1	1.1	-1.6	-3.9	-5.7	-1.7	-0.4	0.8	i	-9.2
COc1c(F)c(F)c(C(=O)Nc2ccc3oc(-c4ccncc4)nc3c2)c(F)c1F	0.4	3.2	-3.5	-1.7	10.5	-1.8	-0.1	i	-15.0
CCc1c(C)nc(SC/C=C/c2ccccc2)[nH]c1=O	nt	-7.5	-1.5	-1.2	5.0	1.8	-4.1	i	15.2
CC1(C(=O)NCc2cccnc2)CCN1C(=O)Cc1cccs1 (centres undefined)	-0.3	7.9	-2.4	-7.8	1.2	2.9	-0.5	i	-2.8
Cc1ccc(C2CC(=O)NC(SCc3ccccc3)=C2C#N)o1 (centres undefined)	nt	-10.9	-11.5	-1.2	-11.3	-0.4	-1.6	i	18.4
COc1ccc(CN(C)C[C@@H]2OCCCC[C@H](C)Oc3ccc(NC(=O)Nc4ccc(F)cc4)cc3C(=O)N([C@H](C)CO)C[C@H]2C)cc1	-1.2	1.3	2.0	8.5	-1.8	2.6	-6.6	i	-4.1
COC(=O)c1sccc1NC(=O)COc1ccc(Cl)cc1Cl	-0.6	-7.3	-1.7	-0.3	-2.4	-1.7	-11.8	i	12.3
CC(C)CN(C(=O)CSc1nc2ccccc2o1)c1c(N)n(Cc2ccccc2)c(=O)[nH]c1=O	0.0	1.0	-1.5	-6.3	-1.2	-0.5	-3.7	i	-6.2
NS(=O)(=O)c1ccc(CCNC(=O)C2CCN(S(=O)(=O)c3c(Cl)cccc3Cl)CC2)cc1	-1.4	-11.5	-3.3	-1.1	6.9	-0.4	-8.6	i	-8.0
CCOC(=O)C1CCN(C(=O)/C(=C/c2ccccc2)NC(=O)c2ccccc2)CC1	1.3	20.1	-3.6	-4.8	-2.4	-0.2	-10.4	i	7.1
CN1CCN(S(=O)(=O)c2ccc(NC(=S)NC(=O)C3CCC3)cc2)CC1	-0.5	-9.7	-2.8	-9.5	3.8	0.3	6.0	i	5.5
CCN(CC)S(=O)(=O)c1ccc(OCCNS(C)(=O)=O)cc1	-1.1	10.5	-1.8	-3.9	-0.2	4.9	-7.6	i	-13.3
CCn1cc(C(=O)O)c(=O)c2cc(F)c(N3CCN(C(=S)NC(=O)c4ccccc4Br)CC3)cc21	0.1	2.5	-2.6	3.3	-0.2	1.1	0.9	i	-13.4
O=C(Nc1cc(Sc2ccccn2)cc([N+](=O)[O-])c1)c1cccc(F)c1	0.2	19.9	-1.2	39.0	-11.8	0.5	1.6	i	-24.0
COc1ccc(C(=O)N/C(=C/c2cccs2)C(=O)NCCCn2ccnc2)cc1OC	1.2	-1.1	-1.0	-6.5	-1.1	-1.8	-4.2	i	-3.3
N#CCCN1C(=O)C2(OCCO2)c2ccccc21	0.3	-4.8	-1.0	-4.7	2.5	2.9	11.9	i	8.1
COC(=O)[C@H](CCSC)NC(=O)NCc1ccc(S(N)(=O)=O)cc1	2.7	-3.4	-0.8	-5.9	-2.3	-1.9	4.8	i	-5.6
Cc1cc(C(=O)Nc2ccc3c(c2)OCO3)cs1	nt	28.3	-1.8	-6.0	1.7	-3.7	-2.0	i	3.9
CC(C)Cn1c(N)c(C(=O)CSc2ncnc3sc4c(c23)CCCC4)c(=O)n(C)c1=O	1.0	5.6	-5.6	15.0	-2.0	-0.2	-2.4	i	-7.9
CCCN1CCC(=O)N([C@H](CSc2ccccc2)Cc2ccccc2)CC1	-0.9	0.1	0.7	0.0	6.3	-1.5	-9.3	i	3.3
Cc1ccc2c(c1)C(c1ccncc1)=NNC(c1cccnc1)=N2	-0.1	-0.8	-1.7	-5.7	-1.6	-0.3	-5.5	i	0.5
Cc1ccc2c(CSc3nnc4ccccn34)cc(=O)oc2c1C	0.4	-5.5	-3.0	-4.1	0.0	-4.8	6.1	i	4.9
COc1ccc(C2(CNC(=O)CCC(=O)O)CCCC2)cc1OC	0.3	4.6	-15.3	-10.5	-1.4	-0.4	-3.9	i	-0.4
Brc1ccccc1/C=N/Nc1ccc2ccccc2n1	2.1	2.6	-4.3	29.2	1.9	0.7	-1.0	i	-22.0
CCCCN(CCCNC(=O)c1ccc2nc(N3CCOCC3)sc2c1)Cc1ccccc1	2.3	6.2	-3.2	-1.7	8.1	4.9	-11.0	i	3.5
Cc1cc(C(C)(C)C)oc1C(=O)N(CC(=O)NC1CCCC1)c1c(C)cccc1C	2.4	10.3	1.4	20.1	-39.7	-1.6	8.9	i	8.6
COc1ccccc1N1CCN(C2CC(=O)N(C)C2=O)CC1 (centres undefined)	2.2	-13.8	-2.5	-5.7	-0.4	0.6	0.5	i	-2.9
Cc1ccccc1C(O)c1cccnc1 (centres undefined)	0.0	-3.7	1.2	-7.9	1.6	-2.2	-3.0	i	-32.8
O=C(CSc1n[nH]c(=O)[nH]c1=O)N1CCCCCC1	-0.7	-1.6	-5.2	-6.9	3.9	-2.9	-11.9	i	3.9
Cc1ccc(C(=O)CN2C(=O)NC3(CCc4ccccc43)C2=O)c(C)c1 (centres undefined)	-1.2	-11.2	-2.1	2.8	3.4	3.7	-14.5	i	-9.6
COc1ccc(S(=O)(=O)N2CCC(NC(=O)c3cccc(F)c3)CC2)cc1	-0.1	3.3	-3.3	-2.9	0.7	3.0	2.9	i	-0.3
CCOc1ccc(N/C=C/C(=O)c2ccc3ccccc3c2)c([N+](=O)[O-])c1	nt	3.2	-5.7	9.6	4.6	-1.8	-12.0	i	5.4
COc1ccc(C(C)(NC(C)=O)c2nc(-c3ccc(S(C)(=O)=O)cc3)cs2)cc1 (centres undefined)	-0.3	9.9	-4.1	1.1	-8.3	2.6	-3.7	i	14.0
O=S(=O)(c1cccc2c(S(=O)(=O)N3CCCC3)cccc12)N1CCCC1	0.2	36.4*	-1.1	10.7	-2.4	2.8	10.6	i	-8.3
COc1ccc(C2CC(=O)N3CN(c4ccccc4F)CSC3=C2C#N)cc1OC (centres undefined)	1.8	22.5	-2.9	4.7	-5.6	2.0	-11.7	i	-26.9
COc1ccc(NC(=O)c2ccccc2Cl)cc1NC(=O)CN1CCOCC1	-0.2	-2.4	-13.1	-2.5	-5.4	3.9	2.5	i	11.3
O=C(CSc1nncc2ccccc12)N1CCOCC1	1.1	15.9	-1.1	-3.5	0.7	5.6	4.8	i	-3.1
COc1c(C)c2c(c(O)c1C/C=C(\C)CCC(=O)O)C(=O)OC2	-0.2	-9.6	-5.3	-5.3	2.1	2.5	10.8	nt	0.6
CCC(C)(C)NC(=O)C(c1ccc(C)cc1)N(CC1CCCO1)C(=O)CNC(=O)c1cccs1 (centres undefined)	0.0	-0.6	-2.1	-3.2	-0.3	1.5	-8.4	i	-2.3
O=C(NCCOc1ccccc1)c1ccccc1NC(=O)C1CCCO1 (centres undefined)	0.9	-2.6	-1.9	-3.0	0.1	3.4	1.7	i	4.9
CC(=O)NC(C)(c1ccccc1)c1nc(-c2cccc(C#N)c2)cs1 (centres undefined)	0.1	24.3	-1.1	4.3	-1.3	-3.2	2.4	i	-0.2
O=C(COC(=O)c1ccc(Cl)c([N+](=O)[O-])c1)Nc1ccccc1OC(F)F	3.1	-16.7	-1.8	41.8	2.2	-1.0	-9.8	i	-0.1
O=C(CCCc1ccccc1)NCCS(=O)(=O)N1CCN(c2ccc(F)cc2)CC1	-0.3	-0.2	-4.6	4.1	1.4	2.3	2.8	i	-2.5
Cc1c(C(=O)NC(C)CN2CCCCC2)oc2ccccc12 (centres undefined)	-0.3	1.0	-13.1	-4.1	-7.5	3.4	-6.7	i	-1.3
O=C(CCc1ccccc1)NC1(Cc2ccccc2)CCN(CCCc2ccccc2)C1=O (centres undefined)	-0.6	-5.2	-5.3	9.7	-3.3	1.7	0.8	i	-0.6
Cc1cc(C)cc(NC(=S)NCc2ccc(F)cc2)c1	-0.4	0.9	-3.5	-0.2	-5.5	-0.4	0.5	i	-2.6

Gathered by group: those above with bromine
compound	MsrA inhibitor	SKN-1 inh	bovine MsrA act	FAS-TE inh	MT1-MMP act inh	Rin1 Abl inh	eLon inh	Neddylation inh	CendR NRP1 mod
CCn1cc(C(=O)O)c(=O)c2cc(F)c(N3CCN(C(=S)NC(=O)c4ccccc4Br)CC3)cc21	0.1	2.5	-2.6	3.3	-0.2	1.1	0.9	i	-13.4
Brc1ccccc1/C=N/Nc1ccc2ccccc2n1	2.1	2.6	-4.3	29.2	1.9	0.7	-1.0	i	-22.0

The list continues:
compound	MsrA inhibitor	SKN-1 inh	bovine MsrA act	FAS-TE inh	MT1-MMP act inh	Rin1 Abl inh	eLon inh	Neddylation inh	CendR NRP1 mod
COc1ccc(/C=C2\C(=N)N3N=C(CC(=O)N4CCOCC4)SC3=NC2=O)cc1	-0.5	11.9	-2.9	-8.6	-7.8	-0.1	5.4	i	-5.8
CSc1nc2c(cc1C#N)CCCCC2	-0.4	12.9	-1.9	2.6	-0.4	-2.6	6.1	i	-3.4
COc1ccc(-c2nc3c(c4nnc(SC(C)C(=O)Nc5ccccc5)n24)COC(C)(C)C3)cc1 (centres undefined)	-0.4	0.3	-3.0	-12.3	-5.2	0.1	-14.5	i	-2.0
Nc1nnc(-c2cccc([N+](=O)[O-])c2)s1	1.3	0.3	-4.1	4.4	0.1	-5.0	2.5	i	-9.5
CCCCCc1c(O)nc(SCCN(CC)CC)[nH]c1=O	1.2	4.5	-3.7	-3.8	1.6	2.9	6.5	i	6.1
CN(c1ccc(Cl)cc1)c1cc2c(c3c1ccn3C)C1CCC2C1 (centres undefined)	0.7	15.3	-4.7	13.3	-3.4	0.7	-0.7	i	6.5
Cc1ccc(-c2nc(=S)c3c(n2Cc2ccco2)CC(C)(C)OC3)cc1	nt	-11.9	-12.8	4.3	1.7	0.4	-20.8	i	-15.0
O=C(NCCc1cccs1)C1CC1	-0.2	-7.3	-2.6	-2.3	0.2	0.8	1.4	i	-7.5
